# High-throughput results (PubChem BioAssay)
# ASAP1 inh: blocks human ASAP1-stimulated Arf1 GTP hydrolysis; Q9ULH1; GDP FP detection; inhibition, % at 16.5 µM; 360,000 compounds, 0.19% hits; in the data active means inhibition above about 25%;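 further: 0% = vehicle with enzyme and substrate and 100% = no enzyme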
# HGIII-sPLA2 inh: Blocks human group III sPLA2 activity. QFRET BODIPY PC-A2 liposome hydrolysis, fluorescence. 370,000 compounds, 0.56% hits. Q9NZ20. inhibition, % at 12.2 µM;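 active means inhibition above mean plus 3 SD of compounds lying within the high and low control bounds, cut at about 19% in these data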;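 further: 0% = median of test compound wells and 100% = no enzyme DMSO wells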
# DDE Tn6 FP inh: inhibitors of Tn6 peptide binding to human fibrin DD(E); inhibition, % at 8.3 µM; 370,000 compounds, 0.21% hits; Fibrin DD(E) TRITC-Tn6 fluorescence polarization displacement; AID 720509; P02675;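 active means inhibition above a per-campaign cutoff: mean of compounds within control limits plus 3 SD, cut at about 15% in these data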;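 further: 0% = median of all compound wells on the plate and 100% = blocking peptide control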
# UHRF1 binding: UHRF1 methyl-DNA binding inhibition; Q96T88; UHRF1 binding to methylated oligo, TR-FRET; inhibition, % at 4.4 µM; 370,000 compounds, 0.75% hits; AID 687016; in the data active means inhibition above about 21%;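 further: UHRF1 SRA domain binding a hemimethylated CpG hairpin DNA probe; 0% = median of test compound wells and 100% = reference inhibitor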
# Target sequence (Q96T88 whole entry, looked up, the tested form may be a part): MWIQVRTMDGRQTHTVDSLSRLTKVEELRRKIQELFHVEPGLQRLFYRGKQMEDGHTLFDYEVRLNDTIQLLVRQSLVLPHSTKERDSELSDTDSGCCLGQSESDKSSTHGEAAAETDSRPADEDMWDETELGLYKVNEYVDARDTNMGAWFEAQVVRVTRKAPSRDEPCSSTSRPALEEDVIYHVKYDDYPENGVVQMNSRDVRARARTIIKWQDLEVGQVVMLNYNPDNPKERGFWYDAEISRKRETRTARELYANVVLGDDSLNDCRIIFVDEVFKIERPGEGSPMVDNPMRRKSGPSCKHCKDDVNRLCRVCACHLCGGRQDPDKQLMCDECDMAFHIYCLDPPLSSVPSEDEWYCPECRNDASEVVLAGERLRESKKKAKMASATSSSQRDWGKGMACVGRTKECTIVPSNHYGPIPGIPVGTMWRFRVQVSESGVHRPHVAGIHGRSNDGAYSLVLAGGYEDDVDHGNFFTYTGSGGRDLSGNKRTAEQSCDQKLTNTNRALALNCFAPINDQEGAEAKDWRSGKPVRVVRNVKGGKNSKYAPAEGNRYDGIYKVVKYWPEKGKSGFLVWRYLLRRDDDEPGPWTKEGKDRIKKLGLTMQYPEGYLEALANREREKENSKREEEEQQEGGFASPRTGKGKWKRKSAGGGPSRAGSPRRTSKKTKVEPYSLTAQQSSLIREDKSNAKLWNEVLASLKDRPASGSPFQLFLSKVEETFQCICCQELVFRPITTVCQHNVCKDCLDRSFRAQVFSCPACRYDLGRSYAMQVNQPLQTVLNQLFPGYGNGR
# ARFGAP1 inhibitor: inhibits rat ARF GTPase activating protein 1 | 360,000 compounds, 0.26% hits | Arfgap1-stimulated ARF1 GTP hydrolysis, GDP FP detection | inhibition, % at 16.5 µM | AID 651572;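 active means inhibition above a per-plate limit, mean inhibition of low control wells plus 3 SD, cut at about 25% in these data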;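 further: 0% = DMSO wells with enzyme and 100% = wells lacking Arfgap1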
#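 Replicates: Single well per compound | Assay system: Truncated rat Arfgap1 GAP domain | Control set: No-Arfgap1 wells (100%) versus DMSO full-reaction wells (0%) | Times: Enzyme reaction 120 min at 25 °C after 20 min preincubation | Reagent: Human ARF1(Δ1-17)-GTP substrate | Measured by: Tracer-displacement fluorescence polarization with EDTA stop, 620/688 nm | Measure: Percent inhibition of Arfgap1-stimulated GTP hydrolysis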
# PLC-beta3 inh: inhibitors of human phospholipase C beta3; AID 720704; 370,000 compounds, 0.18% hits; Purified PLC-beta3, fluorogenic substrate, fluorescence; inhibition, % at 12.2 µM; in the data active means inhibition above about 11%;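 further: 0% = median of compound wells on plate and 100% = full blocker control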
# Tn7 DDE FP: inhibitors of Tn7 peptide binding to human fibrin DD(E). P02675. FP displacement of FITC-Tn7 peptide from fibrin DD(E); 0% = median of compound wells per plate. inhibition, % at 8.3 µM. 370,000 compounds, 0.13% hits. AID 720508;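 active means inhibition above the mean of compounds falling within the control limits plus 3 SD of them, cut at about 14% in these data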;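 further: 0% = plate median of compound wells and 100% = 10 µM Aha-Tn7 peptide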
#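 Assay system: Fibrin-DD(E) protein isolated from polymerized human fibrin clots; read-out basis: percent inhibition; medium: Tris/NaCl/CaCl2 buffer, pH 7.8; signal: FP measurement; incubation: 10 min plus 3 h, room temperature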
# KLK7 zymogen act: activators of human kallikrein-7 zymogen; purified proKLK7, EDANS-DABCYL substrate fluorescence; 100% is mature enzyme control, 0% vehicle; P49862; activation, % at 7 µM; 370,000 compounds, 0.9% hits;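 active means activation above the mean of all tested compounds plus 3 SD, computed per campaign excluding outliers beyond control limits, cut at about 13% in these data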
# Target sequence (P49862 whole entry, looked up): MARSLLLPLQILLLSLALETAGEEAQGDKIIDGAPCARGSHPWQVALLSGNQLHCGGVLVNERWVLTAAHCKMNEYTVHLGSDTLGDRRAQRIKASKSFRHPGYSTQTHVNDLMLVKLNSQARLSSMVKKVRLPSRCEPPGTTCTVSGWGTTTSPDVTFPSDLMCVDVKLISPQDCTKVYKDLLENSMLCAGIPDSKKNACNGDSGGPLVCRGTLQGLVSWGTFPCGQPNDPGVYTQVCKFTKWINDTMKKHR
# PLCg1 inh: blocks human PLC-gamma1 enzyme activity | AID 720700 | inhibition, % at 12.2 µM | purified PLC-gamma1, fluorogenic substrate, fluorescence | P19174 | 370,000 compounds, 0.84% hits; in the data active means inhibition above about 9.5%
# Rev-erbA mod: Rev-erb alpha (human) modulation; activity, % at 10 µM; AID 1259318; 370,000 compounds, 0.79% hits; Rev-erbα–FITC-DNA binding, fluorescence polarization, 90 min;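 active means activity above about 14%, limit read from the data; passing the limit was not always enough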;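 further: 0% = DMSO wells with 35 nM protein and 100% = DMSO wells with 750 nM protein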
# * marks the source's active call; other numbers are inactive results; & = joins results of further samples.
SMILES,ASAP1 inh,HGIII-sPLA2 inh,DDE Tn6 FP inh,UHRF1 binding,ARFGAP1 inhibitor,PLC-beta3 inh,Tn7 DDE FP,KLK7 zymogen act,PLCg1 inh,Rev-erbA mod
Cc1c(C(=O)Nc2ccc3c(c2)OCO3)sc2nc(-c3ccccc3)cn12,-10,4,1,-2,15,1,8,0.2,-3,10
COc1ccc(C)cc1S(=O)(=O)NCC(c1ccc2c(c1)OCO2)N1CCOCC1 (configuration not stated),-11,0,2,-1,-1,0,-10,0.1,0,-2
Cc1ncc([N+](=O)[O-])n1CC(O)CCl (configuration not stated),-8,3,-4,-1,-4,4,1,0.5,7,6&1
Cn1cnnc1SCc1ccccc1,6,7,-2,-2,-2,2,3,-0.2,2,-8
CC(=O)N1CCN(CC(O)COc2ccc(S(=O)(=O)N3CCOCC3)cc2)CC1 (configuration not stated),-2,1,2,-2,-7,-2,3,0.6,0,-6
Cc1cc(C(F)(F)F)nc(SCCN2CCCCC2)c1C#N,-17,-10,-10,0,12,-6,-3,-0.4,-1,-6
CCC(=O)NC(c1ccc(C)cc1)c1ccc2cccnc2c1O (configuration not stated),5,21*,-3,-5,11,-27,-4,0.9,-16,1
CC(C)(C)C(=O)Nc1cc(NC(=O)C(C)(C)C)cc(C(=O)NNC(=O)c2ccncc2)c1,8,-2,-1,0,-22,-2,1,0.2,1,-1
CCSc1nc2ccccc2n1Cc1ccccc1F,-4,2,-6,13,-4,-2,-5,0.6,0,-1
CCO[C@@H]1OC(C(=O)NC2CC2)=C[C@H](C)[C@H]1CCCO,14,-1,3,-1,13,1,-3,-0.6,0,0
CC(C)(C)c1ccc(C(=O)NCc2nnc(SCC(=O)NCC3CCCO3)o2)cc1 (configuration not stated),3,-7,0,-1,2,-4,-1,-0.2,3,-3
CC[n+]1ccccc1/C=C1\Sc2ccc(C)cc2N1C,-2,1,-2,-79,6,-4,-6,0.0,-4,5
Cc1ccc(CNC(=O)Nc2ccc(Cl)cc2)cc1,-18,3,2,8,-4,0,-7,-0.2,6,-3
COC(=O)Cc1[nH]n(-c2nc3ccccc3s2)c(=O)c1C(C)=O,2,4,3,5,-10,-16,10,-0.2,-14,0
CCOc1ccc(CCN2C(=O)C(=O)N([C@@H](Cc3ccc(O)cc3)CN3CCC[C@@H]3CN3C(=O)C(=O)NC[C@@H]3Cc3ccccc3)C[C@@H]2Cc2ccccc2)cc1,6,-12,4,17,8,5,9,-0.1,5,-1
CCc1ccc(C(O)c2ncc(-c3ccccc3C)[nH]2)cc1 (configuration not stated),2,-10,0,2,2,6,6,0.4,5,3
N#Cc1c(N)nc2c3c(sc(=N)c2c1N)NC(=O)CC3c1ccccc1Cl (configuration not stated),16,-49,-10,-38,3,-152,3,-65,-118,32*
O=C(NCC(c1ccco1)N1CCc2ccccc21)C(=O)Nc1ccccc1 (configuration not stated),4,-8,0,2,-2,3,-3,0.0,0,6
CC(=O)NNC(=O)c1cc2c3ccccc3n(C)c2s1,-5,0,-1,4,-2,-33,-10,-0.7,-22,4
Cc1cc(C)nc(NC(=O)c2cnc3sccn3c2=O)n1,-17,4,10,0,-4,0,2,-0.4,-1,1
Cc1cccc(OCCNc2nc3c(c(=O)n(C)c(=O)n3C)n2C)c1,-3,3,1,4,-5,-1,-3,-0.2,3,1
COc1cc([N+](=O)[O-])cc(/C=N/NC(=O)C(O)(c2ccccc2)c2ccccc2)c1O,-7,-5,-3,-5,-7,-6,6,-0.4,-1,16
O=C(Cc1cccs1)N(Cc1ccco1)C1(C(=O)NC2CCCCC2)CCCCC1,-6,-1,6,-2,-5,2,-2,0.2,1,-1
CCCNC(=O)c1onc(CSc2ccccn2)c1C(=O)NCCC,6,4,-1,-1,14,4,3,0.6,4,-3
O=C(NNC(=O)c1cc(-c2ccccc2)nn1-c1ccccc1)c1ccccc1,0,-12,-2,-1,4,2,-2,0.8,0,2
N#CC(=C1NC(=O)c2ccccc21)c1nc2ccccc2n1CCO,-3,-9,-10,-5,6,-28,4,0.6,-20,-4
O=C(NC1CC1)C(Cl)c1ccccc1 (configuration not stated),0,1,3,-3,0,-4,3,0.1,-1,-2
CCn1c2ccccc2c2nnc(NN)nc21,-7,3,0,-9,2,-2,-4,0.0,-2,4
CSc1ccc(/C=N/NC(=O)c2sccc2C)cc1,12,14,-7,3,1,-45,3,-1.4,-38,1
CC1=CC2=NCC(O)CN2C=C1 (configuration not stated),1,1,-6,-1,-10,-5,-2,0.0,-4,-2

# Arranged by length of the SMILES (smallest number first): 3 of the compounds above
SMILES,ASAP1 inh,HGIII-sPLA2 inh,DDE Tn6 FP inh,UHRF1 binding,ARFGAP1 inhibitor,PLC-beta3 inh,Tn7 DDE FP,KLK7 zymogen act,PLCg1 inh,Rev-erbA mod
CC1=CC2=NCC(O)CN2C=C1 (configuration not stated),1,1,-6,-1,-10,-5,-2,0.0,-4,-2
Cc1cc(C)nc(NC(=O)c2cnc3sccn3c2=O)n1,-17,4,10,0,-4,0,2,-0.4,-1,1
Cc1cccc(OCCNc2nc3c(c(=O)n(C)c(=O)n3C)n2C)c1,-3,3,1,4,-5,-1,-3,-0.2,3,1

# Further structures follow:
SMILES,ASAP1 inh,HGIII-sPLA2 inh,DDE Tn6 FP inh,UHRF1 binding,ARFGAP1 inhibitor,PLC-beta3 inh,Tn7 DDE FP,KLK7 zymogen act,PLCg1 inh,Rev-erbA mod
O=C(C1=NN[C@@H]2C(=O)N(c3cccc(F)c3)C(=O)[C@H]12)C(c1ccccc1)c1ccccc1,-6,-34,1,-1,-1,-12,6,-0.1,-8,-3
CCC1(c2ccc(F)cc2)NC(=O)N(CC(=O)Nc2ccc(-c3nc4ccc(C)cc4s3)cc2)C1=O (configuration not stated),-7,-6,8,-8,3,-63,-2,-18,-61,41*
CC1CN(S(=O)(=O)c2ccc(C(=O)Nc3nnc(-c4ccco4)o3)cc2)CC(C)O1 (configuration not stated),0,-16,5,-8,6,-1,7,0.3,2,-2
CCCCn1c(SCC(=O)NCc2ccco2)nnc1-c1ccco1,0,0,-5,4,-3,-3,1,-0.4,2,3
O=C(CSc1nccn1-c1ccc(Cl)cc1)Nc1ccc2c(c1)OCO2,-1,-9,4,1,-6,-2,6,-0.7,-5,0
COc1ccccc1NC(=O)COC(=O)C1CCN(/C=C/C(=O)C(F)(F)F)CC1,7,8,4,0,2,-1,-4,-1.0,-2,-6
Cc1cc2nc3c(c(C(F)(F)F)n2n1)CCCC3,9,5,-1,0,-4,-2,2,0.1,4,5
O=C(COc1ccc(-c2nnco2)cc1)Nc1ccc(C(F)(F)F)cc1,-17,6,1,3,-5,-1,2,-0.2,-4,-1
CCC(C)Sc1ccc([C@H]2N[C@@](Cc3ccccc3)(C(=O)OC)[C@H]3C(=O)N(CC)C(=O)[C@@H]23)cc1 (some centres not stated),-7,-12,8,-3,1,-17,3,0.4,1,8
COc1ccccc1NC(=O)c1c[nH]c2ccccc12,6,-8,4,0,-2,-2,-2,-0.1,5,8
CCN1CCN(c2ccc(NC(=O)c3cccc(OCc4ccccc4)c3)cc2)CC1,4,-3,7,0,12,0,-3,-0.1,5,4
CC(C)(C)c1ccc(S(=O)(=O)NCC2CCN(C(=O)C(=O)c3cc4ccccc4o3)CC2)cc1,-6,-15,4,3,11,3,4,0.7,2,4
COc1ccc(S(=O)(=O)N2CCC(O)(c3cccnc3)CC2)cc1OC,-16,-6,7,-2,-1,1,4,0.4,-1,-3
CCS(=O)(=O)N1CCN(C(C)CCc2ccccc2)CC1 (configuration not stated),8,2,0,0,-1,5,-4,-0.4,6,-1
CN(Cc1nc2ccccc2c(=O)[nH]1)C(=O)c1cccc(S(=O)(=O)N2CCc3ccccc32)c1,12,-15,5,-3,3,-3,6,-0.1,-2,6

# Part of the list above with just PLCg1 inh.
structure,PLCg1 inh
COc1ccccc1NC(=O)c1c[nH]c2ccccc12,5
CCN1CCN(c2ccc(NC(=O)c3cccc(OCc4ccccc4)c3)cc2)CC1,5
CC(C)(C)c1ccc(S(=O)(=O)NCC2CCN(C(=O)C(=O)c3cc4ccccc4o3)CC2)cc1,2

# Going on with the list.
SMILES,ASAP1 inh,HGIII-sPLA2 inh,DDE Tn6 FP inh,UHRF1 binding,ARFGAP1 inhibitor,PLC-beta3 inh,Tn7 DDE FP,KLK7 zymogen act,PLCg1 inh,Rev-erbA mod
CC(Sc1ccc(Cl)cc1)C(=O)Nc1ccc2c(c1)OCO2 (configuration not stated),1,1,-3,-4,12,-2,-1,-0.1,-1,2
O=C(NCc1ccccc1F)C12CC3CC(CC(C3)C1)C2,-3,1,-4,-4,-9,-2,-2,-0.2,0,0
COc1ccccc1NS(=O)(=O)c1cccc(C(=O)N/N=C(\C)c2ccncc2)c1,6,2,-6,-1,-6,-9,7,0.3,-2,4
CN(C)S(=O)(=O)c1cccc(NC(=S)NC(=O)C2CCCCC2)c1,8,-3,-5,-3,-11,4,3,0.4,4,-4
O=C(N/N=C\C1CC=CCC1)c1ccc(Br)o1 (configuration not stated),1,-1,5,1,1,-8,6,0.1,-4,-2
COc1ccc(/C=C/c2nc(N)nc(-c3ccccc3O)n2)cc1,13,11,-6,5,17,-1,4,-0.8,0,-1
CCCCC(=O)N(C)c1c(C)nc2ccc(C(=O)N(CC)CCN(C)C)cn12,-3,11,-4,1,-3,1,1,-0.1,-1,-7
CCOC(=O)C(C(=O)c1ccccc1)C1CC(C)NC(=S)N1 (configuration not stated),1,11,4,1,0,-1,-2,-0.1,-3,4
COc1ccc(CC(=O)Nc2c3c(nn2-c2ccccc2C)CS(=O)C3)cc1 (configuration not stated),11,6,-2,-2,11,3,8,0.0,2,1
O=C(Nc1ccc2oc(-c3ccc4ccccc4c3)nc2c1)c1ccc2c(c1)OCCO2,1,-3,5,0,-1,-15,1,-0.3,-10,1
COC(=O)[C@]12CCCCC=C1N(Cc1ccco1)C(=O)[C@H](CC(=O)N1CCOCC1)C2,-7,3,7,-1,13,1,-4,0.4,-1,1
COC(=O)C(CC(=O)c1ccc(Br)cc1)n1nc(C)cc1C (configuration not stated),1,5,-6,0,-2,-7,3,-0.1,-1,1
Cc1cc(C)c(C#N)c(N2CCCC2)n1,3,-6,-1,-6,0,-8,4,-7.0,-6,6
C=CCNC(N)=S,-11,6,4,3,2,1,-4,-0.1,1,-3&-8
Cc1nn(-c2nnc(NCc3ccccc3)nn2)c(C)c1Br,-9,15,7,-3,-4,4,6,-0.4,3,3
CCOc1ccc(NC(=O)Cn2cc(C(=O)C3CC3)c3ccccc32)cc1,7,-2,0,0,2,-3,0,-0.6,0,-3
S=C(NCCc1ccccc1)N1CCC2CC1c1cc(-c3ccc4c(c3)OCO4)ccc12 (configuration not stated),-2,6,-4,2,4,3,-4,-0.1,4,4
